Screening data: PubChem BioAssay, several laboratories
SIAE inh: human SIAE inhibitors, primary screen, biochemical, fluorescence polarization, FP-Rh probe, 1536-well HTS | SIAE FP-Rh probe binding | inhibition, % at 9.66 µM | 0.69% of 370,000 active | Sialate O-acetylesterase (Homo sapiens), Q9HAT2;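 active = inhibition above a cutoff: mean of compounds within the control limits plus 3 SD of those, cut at about 17% in these data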;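 note: 0% = plate median of compound wells and 100% = probe without SIAE protein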
MBD2 inh: inhibitors of MBD2 binding to methylated DNA, primary screen, biochemical, TR-FRET, DNA-binding domain, human; Methyl-CpG-binding domain protein 2 (Homo sapiens), Q9UBB5; MBD2 binding to methylated oligonucleotide; inhibition, % at 4.4 µM; 0.31% of 370,000 active; AID 686964, 2013; in the data active = inhibition above about 13%
Target sequence (Q9UBB5 whole entry, looked up, the tested form may be a part): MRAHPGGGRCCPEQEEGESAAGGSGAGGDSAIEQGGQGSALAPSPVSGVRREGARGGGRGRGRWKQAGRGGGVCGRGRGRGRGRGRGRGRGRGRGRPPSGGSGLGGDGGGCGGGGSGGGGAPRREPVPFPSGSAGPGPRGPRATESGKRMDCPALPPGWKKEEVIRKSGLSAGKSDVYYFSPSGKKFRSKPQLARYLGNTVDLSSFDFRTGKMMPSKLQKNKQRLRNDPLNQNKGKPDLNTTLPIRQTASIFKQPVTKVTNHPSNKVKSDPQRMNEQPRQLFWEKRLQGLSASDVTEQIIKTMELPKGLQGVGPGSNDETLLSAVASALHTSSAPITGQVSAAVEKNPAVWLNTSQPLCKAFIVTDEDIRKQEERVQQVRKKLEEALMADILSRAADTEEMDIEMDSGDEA
GC-B act: human GC-B receptor activators, primary screen, HEK293 GC-B cells, cGMP TR-FRET, EC30 CNP; 0.11% of 370,000 active; activation, % at 10 µM; 0% at EC30 CNP, 100% saturating CNP; Atrial natriuretic peptide receptor 2 (Homo sapiens), P20594;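 active = activation at 10 µM reaching about 35% in either raw or pattern-adjusted values, limit read from the data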
PRMT1 FP inh: PRMT1 methyltransferase inhibitors, primary screen, biochemical, fluorescence polarization. 1.3% of 370,000 active. recombinant PRMT1, activity-based probe fluorescence polarization. AID 652257, 2013. inhibition, % at 2.79 µM. Protein arginine N-methyltransferase 1 (Homo sapiens), Q99873;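 active = inhibition above about 21% made by adding two undisclosed values, limit read from the data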
Target sequence (Q99873 whole entry, looked up): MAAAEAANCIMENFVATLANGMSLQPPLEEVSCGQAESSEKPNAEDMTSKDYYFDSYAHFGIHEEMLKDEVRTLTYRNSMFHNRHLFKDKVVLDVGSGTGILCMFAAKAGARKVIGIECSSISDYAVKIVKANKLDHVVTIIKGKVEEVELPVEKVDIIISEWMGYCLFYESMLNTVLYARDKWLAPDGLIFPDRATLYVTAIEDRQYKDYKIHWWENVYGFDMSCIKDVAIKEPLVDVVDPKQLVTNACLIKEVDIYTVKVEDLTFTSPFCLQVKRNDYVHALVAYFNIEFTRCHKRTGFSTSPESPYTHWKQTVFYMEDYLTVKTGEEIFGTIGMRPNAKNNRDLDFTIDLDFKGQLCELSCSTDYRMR
TDP2 inh: human TDP2 enzyme inhibitors, primary screen, biochemical, epi absorbance, recombinant enzyme; Tyrosyl-DNA phosphodiesterase 2 (Homo sapiens), O95551; T5PNP hydrolysis, p-nitrophenol absorbance 415 nm; inhibition, % at 12.8 µM; 0.34% of 370,000 active;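 active = inhibition above the mean of all tested compounds plus 3 SD, set per campaign, cut at about 25% in these data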;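 note: 0% = DMSO with enzyme and 100% = buffer with substrate but no TDP2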
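Test system: human TDP2 enzyme; Input: 120 nM TDP2 per well; Buffer or medium: Mg2+-containing Tris-HCl buffer, pH 7.5; Reagent: 5 mM T5PNP; Dosing: 12.8 µM single point, 1% DMSO; Incubation: reaction 2 h, 37 °C; Detection: p-Nitrophenol epi absorbance; Read-out: % inhibition relative to enzyme-containing and enzyme-free wells; Replicates: single well per compound.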
ABHD4 inh: ABHD4 inhibitors, primary screen, biochemical, fluorescence polarization, mouse; (Lyso)-N-acylphosphatidylethanolamine lipase (Mus musculus), Q8VD66; purified mABHD4, FP-Rh probe fluorescence polarization; inhibition, % at 8.92 µM; 0.54% of 370,000 active; AID 720543, 2013;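 active = inhibition exceeding the mean over every tested compound plus 3 SD, cut at about 30% in these data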;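 note: 0% = plate median of compound wells and 100% = S159A mutant with DMSO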
Target sequence (Q8VD66 whole entry, looked up): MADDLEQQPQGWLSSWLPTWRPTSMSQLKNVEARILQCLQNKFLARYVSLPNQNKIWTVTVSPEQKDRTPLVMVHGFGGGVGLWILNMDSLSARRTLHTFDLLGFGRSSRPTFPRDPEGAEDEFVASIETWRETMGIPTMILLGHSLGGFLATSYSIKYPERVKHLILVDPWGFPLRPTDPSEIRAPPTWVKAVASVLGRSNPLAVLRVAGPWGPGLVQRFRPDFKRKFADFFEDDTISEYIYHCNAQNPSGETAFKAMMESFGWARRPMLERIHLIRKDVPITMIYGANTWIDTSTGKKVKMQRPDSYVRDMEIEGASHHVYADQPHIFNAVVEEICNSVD
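Material: mouse ABHD4 enzyme, wild type; Benchmarks: S159A mutant high control, sample median low control; Buffer or medium: HEPES pH 7.0, NaCl, Pluronic buffer; Signal: fluorescence polarization; Read-out: percent inhibition of probe binding, normalized to plate controls; Timing: pre-incubation 45 min, probe exposure 60 min, at 25 °C; Dosing: 8.92 µM, single dose.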
HTRA1 inh: HTRA1 serine protease inhibitors, primary screen, biochemical, fluorescence polarization, HTS; 0.5% of 340,000 active; recombinant HTRA1, FP-rhodamine activity-based probe; Q92743; inhibition, % at 5.96 µM; in the data active = inhibition above about 36%;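 note: 0% = enzyme with DMSO and 100% = wells lacking enzyme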
rCAG binder: binders of r(CAG) RNA repeats, primary screen, biochemical, fluorescence; r(CAG) RNA repeat, TO-PRO-1 dye displacement fluorescence; inhibition, % at 3 µM; 1.3% of 370,000 active;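 active = inhibition above the plate cutoff, the mean of all test compounds on that plate plus 3 SD, cut at about 35% in these data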;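 note: 0% = DMSO alone and 100% = 100 µM mitoxantrone as full dye displacement; higher means more dye released from RNA so lower well fluorescence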
LEDGF integ inh: blockers of LEDGF/p75-dependent integrase strand transfer – biochemical, TR-FRET, high throughput, primary screen; HIV-1 integrase (with human LEDGF/p75); TR-FRET IN-LEDGF/p75 DNA integration, Eu/Cy5; inhibition, % at 3.7 µM; 0.64% of 370,000 active; AID 743269, 2014;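 active = inhibition above the screen-wide mean plus 3 SD, cut at about 13% in these data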;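 note: signal is the Cy5 over europium emission ratio at 671 and 618 nm; 0% = plate median of compound wells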
TCR-CD3 inh: inhibitors of human TCR-CD3 interaction, primary screen, biochemical, fluorescence, TAMRA-labeled TCR probe; inhibition, % at 9.4 µM; 0.37% of 360,000 active; AID 651800, 2012; in the data active = inhibition above about 19%;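 note: recombinant mutant TCR 2C K166C tagged with TAMRA read by polarization; 0% = receptor in buffer alone and 100% = receptor with positive control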
Numbers without * were called inactive; / = not tested or not shown. A portion of the library (hit frequency here may not be typical).

SMILES	SIAE inh	MBD2 inh	GC-B act	PRMT1 FP inh	TDP2 inh	ABHD4 inh	HTRA1 inh	rCAG binder	LEDGF integ inh	TCR-CD3 inh
COc1cccc(-c2cn3nc(C)c(C)nc3n2)c1	-4	-1	6	4	6	-2	5	8	2	-9
CC1(C)CC(=O)C(N=Nc2ccc(-c3ccccc3)cc2)=C(O)C1	11	-4	-1	-2	-1	-1	2	-3	1	9
COCCNC(=O)C(=O)Nc1ccc2c(c1)N(S(=O)(=O)c1cccs1)CCC2	-4	-1	6	-1	-7	-3	1	-4	5	5
CCN(c1ccc(NC(=O)CSCc2c(C)noc2C)cc1)C(C)C	-2	5	4	1	1	5	-1	2	-4	-3
Cn1cc([N+](=O)[O-])c(C(=O)Nc2ccc(C3CCCCC3)cc2)n1	-4	-5	-1	0	-1	-14	-28	8	-5	5
COc1cc(C(=O)OCC(=O)NC(=O)NC2CCCCC2)cc(Cl)c1OC	-4	0	-7	-3	-7	-8	6	-1	3	6
COc1ccc(C)cc1N(CC(=O)O)S(=O)(=O)c1ccc(C)cc1	9	-1	9	-2	4	-3	2	2	2	-4
c1cncc(-c2noc(C34CC5CC(CC(C5)C3)C4)n2)c1	-5	1	-4	0	-6	9	-6	0	1	10
O=C(NC1CCCC1)C(c1ccc(F)cc1)N(C(=O)c1csnn1)c1ccccc1F (stereo unspecified)	1	-2	-1	0	18	-5	0	-1	3	8
O=C(Nc1cc(Cl)ccc1Cl)c1ccc(OC(=O)c2ccco2)cc1	-7	6	0	-6	8	1	4	1	2	5
COc1ccc(C2c3ccc(O)cc3Oc3ncn4nc(-c5ccco5)nc4c32)cc1OC (stereo unspecified)	-13	-4	2	-2	-22	-13	-15	17	6	0
Cc1cc(=O)oc(C)c1C(=O)NCc1ccc(F)cc1	1	-7	1	-2	-13	1	8	5	0	1
Cc1nc2cc(NC(=O)c3ccc(S(=O)(=O)N(C)c4ccccc4)cc3)ccc2o1	0	-1	4	-4	-2	-13	-26	6	2	2
CCOC(=O)Cc1csc(NC(=O)/C=C/c2ccc(Cl)cc2)n1	-2	1	2	2	9	-13	-17	1	-2	3
Cc1ccnc(NC(=O)C2(c3cccs3)CCOCC2)c1	10	-5	-20	0	0	-8	7	-1	5	-5
CCOC(=O)C1CCN(S(=O)(=O)c2cnc[nH]2)CC1	-4	-2	6	-1	0	-3	1	0	-3	7
COc1ccc2c(=O)c3c(=O)n(Cc4ccco4)c(-c4ccc(C)cc4)nc3oc2c1	-10	2	-18	3	-1	-13	-29	1	4	2
O=C(NCCc1ccccn1)c1cccc(S(=O)(=O)N2CCCCCC2)c1	-10	3	3	-2	-17	-9	0	-1	-5	5
O=C(Nc1ccccc1)c1ccc(S(=O)(=O)N2CCCC2)cc1	-2	-1	4	0	5	-4	-3	0	-2	-5
Clc1ccc2nc(C3CCCCC3)c(CC3CCCCC3)n2c1	-2	-1	0	0	6	5	/	2	4	2
Cc1cc(NC(=O)CCC(=O)N(c2ccccc2)C(C(=O)NC2CCCC2)c2ccccc2F)no1 (stereo unspecified)	1	2	-7	0	-3	-3	-9	-3	3	1
CCOc1ccc(-n2c(Cc3cc(=O)[nH]c(=O)[nH]3)nnc2SCC(N)=O)cc1	1	3	4	-2	0	5	-1	-1	0	0
COc1cccc(-c2cnc(C(O)c3c(C)ccc4ccccc34)[nH]2)c1 (stereo unspecified)	-1	-3	-1	-2	-2	-6	/	6	3	-2
CCCOc1ccc(/C=C/C(=O)Nc2ccc([N+](=O)[O-])cc2C)cc1	-2	1	-4	1	4	-8	-2	1	-1	1
O=C1c2ccc(Oc3ccc4c(c3)C(=O)N(CCCO)C4=O)cc2C(=O)N1CCCO	-5	1	2	-1	-7	1	4	-4	1	-3

(more compounds)
SMILES	SIAE inh	MBD2 inh	GC-B act	PRMT1 FP inh	TDP2 inh	ABHD4 inh	HTRA1 inh	rCAG binder	LEDGF integ inh	TCR-CD3 inh
Clc1ccc(COn2c(-c3ccc(Cl)cc3)nc3ccccc32)cc1	-3	1	-7	-2	-5	-10	-40	4	1	10
CCCCn1c(CN(C)Cc2ccccc2)nc2c1c(=O)n(C)c(=O)n2C	14	0	7	-1	4	-5	-8	-7	-3	-2
CCCNS(=O)(=O)/C=C/c1ccccc1	-3	1	0	-2	2	-1	-1	0	6	5
CC1=C(c2ccc(C)cc2)[N+](=O)C(C)(C)N1[O-]	9	1	0	-2	3	1	4	1	-4	5
COc1ccccc1NC(=O)C1CCCN(S(=O)(=O)c2ccc(-n3cnnn3)cc2)C1 (stereo unspecified)	-1	-5	-2	2	0	3	-2	0	1	-8
CC(=O)NS(=O)(=O)c1ccc(N=NN2CCCCCC2)cc1	0	3	-6	0	4	-1	-6	-1	1	0
Cc1ccc(Nc2nc3nonc3[nH]c2=O)cc1Cl	-81	-3	1	-1	-10	-21	-27	23	-1	5
Cc1cc(NC(=O)CSc2nnc(NC(=O)C3CC(=O)N(c4ccccc4C)C3)s2)no1 (stereo unspecified)	-19	-1	2	2	8	-7	-24	14	-1	3
Cc1ccccc1NC(=O)CSc1nnc(C)c2ccccc12	-4	-4	-5	1	-9	6	6	3	-1	-1
O=C(Cc1ccccc1)Nc1ccc(NC(=O)c2ccc(Br)cc2)cc1	-2	-6	-1	-8	-3	-6	-4	1	5	3
CC(C)NC(=O)c1onc(CSc2ccc(C(C)C)cc2)c1C(=O)O	-3	0	6	4	4	-11	-6	31	2	0
CC12CC3(C)CC(C)(C1)CC(C(=O)Nc1nn[nH]n1)(C2)C3	1	5	0	0	11	-5	9	3	-3	-1
CCOc1ccc(CC(=O)N/N=C/c2cccnc2)cc1OCC	0	-3	-6	-1	7	4	-1	-3	70*	-4
CCCOc1ccc(-c2nnc(N)s2)cc1	0	1	-1	0	-2	-3	-2	1	0	-1
CC(C)n1nc(C(=O)OCC(=O)N2CC(=O)Nc3ccccc32)c2ccccc2c1=O	-1	-3	6	-4	-3	-5	-6	-7	3	6
CC(C#N)(NC(=O)CN1CCN(S(=O)(=O)c2ccccc2C#N)CC1)C1CC1 (stereo unspecified)	20*	0	5	-2	3	-1	7	4	-2	1
O=C(Nc1cccc(-c2nc3ncccc3o2)c1)c1sc2ccccc2c1Cl	-7	-3	5	-2	-8	5	-13	1	-5	6
Cc1ccc(S(=O)(=O)n2cnc3cc([N+](=O)[O-])ccc32)cc1C	2	14*	0	-1	-3	4	0	4	3	-1
C/C(=N\NC(=O)c1cc(Br)ccc1O)c1cccs1	15	0	-3	-2	3	11	0	4	3	7
COCCCN1C(=O)N(c2ccccc2)C(=O)C1CC(=O)Nc1ccccc1 (stereo unspecified)	-8	7	-5	4	-12	-2	-2	1	3	-5
CCC1CCCCN1CCCNC(=O)Cn1nc(C)n2nc(-c3ccccc3)cc2c1=O (stereo unspecified)	5	-3	1	-2	20	4	0	1	0	2
O=[N+]([O-])c1ccc(COc2ccccc2CN2CCCC2)cc1	6	-9	8	4	-3	3	2	9	0	1
COC(=O)[C@H](CCSC)NC(=O)Nc1ccc(C(C)=O)cc1	2	5	1	3	-3	-6	4	3	-2	6
CCOC(=O)CNC(=O)C1CCN(S(=O)(=O)c2ccc(-c3nn[nH]n3)cc2)CC1	-1	-5	0	-2	5	5	7	7	2	5
CCOC(=O)C1CCN(C(=O)c2cccnc2Oc2ccc(Cl)cc2)CC1	3	-1	1	-7	-11	2	-4	-7	5	6

4 neighbouring entries from above, for reference:
SMILES	SIAE inh	MBD2 inh	GC-B act	PRMT1 FP inh	TDP2 inh	ABHD4 inh	HTRA1 inh	rCAG binder	LEDGF integ inh	TCR-CD3 inh
Clc1ccc(COn2c(-c3ccc(Cl)cc3)nc3ccccc32)cc1	-3	1	-7	-2	-5	-10	-40	4	1	10
CCCCn1c(CN(C)Cc2ccccc2)nc2c1c(=O)n(C)c(=O)n2C	14	0	7	-1	4	-5	-8	-7	-3	-2
CCCNS(=O)(=O)/C=C/c1ccccc1	-3	1	0	-2	2	-1	-1	0	6	5
CC1=C(c2ccc(C)cc2)[N+](=O)C(C)(C)N1[O-]	9	1	0	-2	3	1	4	1	-4	5

(listing goes on)
SMILES	SIAE inh	MBD2 inh	GC-B act	PRMT1 FP inh	TDP2 inh	ABHD4 inh	HTRA1 inh	rCAG binder	LEDGF integ inh	TCR-CD3 inh
CCCCCC(=O)N/N=C(\C)c1ccccn1	-6	2	5	-2	-1	1	5	0	-2	3
O=C1[C@H]2CCCC[C@H]2C(=O)N1CCCCN1CCN(c2nsc3ccccc23)CC1	-1	-2	5	3	5	-5	5	-2	2	-5
CN(C)c1ccc(CN(C(=O)/C=C/c2ccco2)C2CCS(=O)(=O)C2)cc1 (stereo unspecified)	10	0	5	3	10	4	/	-4	0	2
Cc1ccc(-c2cnc3ccccc3n2)cc1C	-2	6	-8	2	8	-1	-2	-3	-4	-8
COC(=O)c1ccc2nc(NC(=O)COC(=O)CSc3nc(C)cc(C)n3)sc2c1	-13	2	-2	2	-1	6	-8	13	-4	7
CCCC(=O)Nc1ccc2c(c1)nc(CCNC(=O)c1ccccc1)n2C	-5	2	-1	0	4	-2	10	-4	-3	-3
Cc1cc(C(=O)NNC(=S)Nc2cccc(C(F)(F)F)c2)nn1C	0	-1	-4	-5	-9	11	11	7	-3	2
CCOC(=O)c1cnc2c(c(C)nn2CC)c1Cl	5	-5	-7	3	4	3	4	-3	5	1
Cc1ccc2cc(COC(=O)C3CCCO3)c(=O)[nH]c2c1 (stereo unspecified)	3	1	8	0	8	-1	6	-3	1	8
S=C(NCc1ccco1)N1CCN(c2ccccn2)CC1	-8	8	-1	10	-13	-8	2	-1	-2	-2
COc1ccc(C(=O)C2CCCN(C(=O)Cc3c(C)noc3C)C2)cc1OC (stereo unspecified)	2	0	1	-3	2	-3	0	-7	6	1
N#C/C(=C\C=C\c1ccccc1)C(=O)NCc1ccco1	1	-2	-4	0	10	1	-11	3	-2	-2
CCOc1ccc(C(C(=O)NCC2CCCO2)N(C(=O)c2snc(C(N)=O)c2N)c2ccccc2F)cc1 (stereo unspecified)	-5	1	-1	-2	-14	-7	-3	2	10	-6
O=C(COC(=O)c1ccc(OC(F)F)cc1)NC(=O)NC1CCCC1	5	-3	2	-1	-7	9	30	0	-4	-15
O=C(N1CCOCC1)N1CCN(c2nc(-c3ccccc3)cs2)CC1	-1	0	-4	-3	6	-2	-3	-1	0	-2
Cc1onc(-c2ccccc2)c1C(=O)N/N=C/C=C/c1ccccc1	-9	6	-4	6	-14	1	/	1	1	-14
O=C(Nc1nnc(-c2ccc(F)cc2)o1)c1cc(Cl)sc1Cl	-3	2	1	2	-4	-9	4	1	2	-2
